Source: PubChem (National Center for Advancing Translational Sciences (NCATS))
HTT ATP protect: cytoprotection in Huntington HTT-Q103 PC12 cell model. 0.14% of 230,000 active. Potency, µM (titrated, usually from 56.4 µM), for the others: cytoprotection (ATP increase), usual class: activators. PC12 HTT-Q103 induced, cytoprotection, ATP luminescence, 40 h;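 also: % of control where 0% means no effect; nearly all actives have a fitted effect of over 45% in size; toxic huntingtin expression switched on by the ecdysone agonist tebufenozide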
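PC12 cells stably carrying ecdysone-inducible Htt exon 1 (Q103)–GFP were induced with 100 nM tebufenozide (final) alongside library compounds in a dose series. Cytoprotection was scored as retained ATP by ATPlite luminescence.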
TR SRC2 fluor cs: counter-screen for TRb-SRC2 inhibitors: fluorescence interference. AID 1479. TRb/SRC2 Texas Red total fluorescence interference. Potency, µM (titrated, usually from 106 µM), for inactives: top-dose fluorescence change, negative = quenching. 0.29% of 280,000 active; active = well fitted curve in either direction with a large enough effect; inconclusive = small, poorly fitted or top-dose-only effect; also: % is scaled to controls: 0 for no effect and ±100 for the full control effect
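Human TRb ligand-binding domain at 0.6 uM with 20 nM Texas Red SRC2 peptide in Tris buffer containing 1 uM T3 and 5% DMSO, incubated with compound 5 h at ambient temperature. Total fluorescence (555/632 nm) calculated as parallel + 2 × perpendicular.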
RECQ1 inh: inhibitors of human RECQ1 DNA helicase | RECQ1 DNA unwinding, red fluorescence kinetic read | Potency, µM (top dose mostly 57.3 µM), for inactives: at the highest dose activity, negative = inhibition, usual class: inhibitors | 0.54% of 240,000 active;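 also: plate controls were vehicle for no effect and no enzyme for full effect; nearly all actives have a fitted effect of over 30% in size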
Target sequence (P46063 whole entry, looked up): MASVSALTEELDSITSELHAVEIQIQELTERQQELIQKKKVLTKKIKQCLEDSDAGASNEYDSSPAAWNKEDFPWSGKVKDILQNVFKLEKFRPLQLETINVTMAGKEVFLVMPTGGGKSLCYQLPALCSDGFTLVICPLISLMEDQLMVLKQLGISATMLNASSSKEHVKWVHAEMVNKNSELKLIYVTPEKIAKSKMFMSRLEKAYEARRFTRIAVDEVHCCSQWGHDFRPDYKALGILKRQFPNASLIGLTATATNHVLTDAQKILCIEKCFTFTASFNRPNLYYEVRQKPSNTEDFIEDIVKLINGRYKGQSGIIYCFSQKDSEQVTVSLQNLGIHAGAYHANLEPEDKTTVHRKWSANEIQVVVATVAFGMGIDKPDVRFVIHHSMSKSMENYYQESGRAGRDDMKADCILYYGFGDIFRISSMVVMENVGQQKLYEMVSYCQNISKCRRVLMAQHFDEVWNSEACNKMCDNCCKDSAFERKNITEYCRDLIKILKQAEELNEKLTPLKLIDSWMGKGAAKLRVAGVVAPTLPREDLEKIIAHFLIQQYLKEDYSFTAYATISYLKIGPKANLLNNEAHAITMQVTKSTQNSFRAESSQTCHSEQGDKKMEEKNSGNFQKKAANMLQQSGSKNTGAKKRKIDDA
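50 nM RECQ1T1 preincubated 15 min with compound in Tris pH 8.0 buffer with MgCl2, DTT, Tween-20 and 2.5 ug/ml poly(dI-dC); started with 200 nM TAMRA/BHQ-2 forked duplex and 2 mM ATP. Unwinding read as fluorescence (525/598 nm), two reads 2 h apart.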
TRb SRC2 PPI: disrupts binding of human TR beta to SRC2; P10828; TRbeta-SRC2 peptide binding, fluorescence polarization; receptor liganded with 1 µM T3; Potency, µM (top dose mostly 106 µM), inactives show at the highest dose activity change, negative = inhibition, actives largely listed as inhibitors; 0.065% of 280,000 active; AID 1469;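 also: plate controls were bound peptide for no effect and peptide without receptor for full effect; nearly all actives have a fitted effect of over 50% in size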
Target sequence (P10828 whole entry, looked up): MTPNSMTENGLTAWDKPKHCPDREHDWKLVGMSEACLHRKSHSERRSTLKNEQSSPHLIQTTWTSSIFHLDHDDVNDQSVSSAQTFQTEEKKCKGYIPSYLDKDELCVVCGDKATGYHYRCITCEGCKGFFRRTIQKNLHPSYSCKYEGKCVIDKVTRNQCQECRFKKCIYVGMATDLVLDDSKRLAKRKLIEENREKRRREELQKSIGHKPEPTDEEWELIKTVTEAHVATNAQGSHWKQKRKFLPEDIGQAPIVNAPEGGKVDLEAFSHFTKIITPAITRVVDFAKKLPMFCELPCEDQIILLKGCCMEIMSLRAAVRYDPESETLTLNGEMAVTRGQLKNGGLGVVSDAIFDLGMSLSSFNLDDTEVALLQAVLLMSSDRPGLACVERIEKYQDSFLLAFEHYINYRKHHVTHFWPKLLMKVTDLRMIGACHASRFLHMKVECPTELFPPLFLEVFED
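A fluorescence polarization screen tested compounds at multiple concentrations against complex formation between 0.6 uM TRb ligand-binding domain and 20 nM Texas Red SRC2 peptide, with 1 uM T3 present; readout after 5 hr.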
Numbers without * were called inactive; i = inactive; ? = inconclusive; . = no result given; & = joins results of further samples; [ ] = remark or other dose. Unless noted, calls follow the shape of the dose curve; as a rule, active = well fitted curve in the direction sought with a large enough effect; inconclusive = small, poorly fitted or top-dose-only effect, or another doubt; inactive = no such curve, though single readings can be large; an effect the other way counts as inactive or inconclusive. Potency is read from the fitted curve at half-maximal effect. Not all compounds are listed; count on the stated rates, not on these rows.

structure	HTT ATP protect	TR SRC2 fluor cs	RECQ1 inh	TRb SRC2 PPI
CCOP(=O)(OCC)OP(=O)(OCC)OCC	.	-1.3%[201 µM]	.	5.7%[201 µM]
CNC(=O)Oc1cccc2c1OC(C)(C)C2O (stereo unspecified)	.	1.7%[201 µM]	.	-0.6%[201 µM]
CC(O)CN(CC(C)O)CC(C)O (stereo unspecified)	.	-5.1%[201 µM]	.	0.4%[201 µM]
COc1nn(C(=O)NS(=O)(=O)c2ccccc2OC(F)(F)F)c(=O)n1C	.	-0.7%[201 µM]	.	-0.3%[201 µM]
COc1cccc(C(=O)NN(C(=O)c2cc(C)cc(C)c2)C(C)(C)C)c1C	.	3.0%[201 µM]	.	-0.2%[201 µM]
Brc1ccc(Oc2ccccc2)cc1	.	0.4%[201 µM]	.	-2.5%[201 µM]
CCOP(=O)(NC(C)C)Oc1ccc(S(C)(=O)=O)c(C)c1 (stereo unspecified)	.	-2.7%[201 µM]	.	-1.2%[201 µM]
Cc1cnc(C2=NC(C)(C(C)C)C(=O)N2)c(C(=O)O)c1 (stereo unspecified)	.	0.2%[201 µM]	.	-10.6%[201 µM]
COP(=O)(OC)Oc1nc(Cl)c(Cl)cc1Cl	.	0.8%[201 µM]	.	-9.7%[201 µM]
ClC1=C(Cl)[C@]2(Cl)[C@H]3[C@H]([C@@H]4C=C[C@H]3C4)[C@]1(Cl)C2(Cl)Cl	.	-3.6%[201 µM]	.	-1.6%[201 µM]
CC(C)CCCCCCOC(=O)c1ccccc1C(=O)OCCCCCCC(C)C	.	-0.3%[201 µM]	.	-2.5%[201 µM]
CC1(C)CON(Cc2ccccc2Cl)C1=O	.	-14.6%[201 µM]	.	-8.4%[201 µM]
CCNc1nc(NC(C)C)nc(SC)n1	.	-4.2%[201 µM]	.	-4.5%[201 µM]
CC/C(=N\OC/C=C/Cl)C1=C(O)CC(C2CCOCC2)CC1=O (stereo unspecified)	.	1.9%[201 µM]	.	-0.4%[201 µM]
CCOP(=S)(OCC)Oc1cnc2ccccc2n1	.	1.8%[201 µM]	.	4.3%[201 µM]
CCC[CH2][Sn]1([CH2]CCC)[O]C(=O)C=CC(=O)[O]1	.	-4.2%[201 µM]	.	-7.8%[201 µM]
CCNP(=S)(OC)O/C(C)=C/C(=O)OC(C)C (stereo unspecified)	.	-0.7%[201 µM]	.	3.5%[201 µM]
O=C(O)c1nc(Cl)ccc1Cl	.	-3.3%[201 µM]	.	-2.8%[201 µM]
CC(C)[C@@H](Nc1ccc(C(F)(F)F)cc1Cl)C(=O)OC(C#N)c1cccc(Oc2ccccc2)c1 (stereo partly specified)	.	2.9%[201 µM]	.	-4.3%[201 µM]
CC1(C)CC/C(=C\c2ccc(Cl)cc2)C1(O)Cn1cncn1 (stereo unspecified)	.	2.9%[201 µM]	.	-3.8%[201 µM]
COc1ccc(C(O)(c2cncnc2)C2CC2)cc1 (stereo unspecified)	.	2.4%[201 µM]	.	3.1%[201 µM]
[Cu+2].[O-]c1cccc2cccnc12.[O-]c1cccc2cccnc12	.	-2.1%[201 µM]	.	3.8%[201 µM]
CNC(=O)O/N=C(\C)SC	.	1.0%[201 µM]	.	3.5%[201 µM]
CCNc1nc(Cl)nc(NC(C)(C)C)n1	.	0.4%[201 µM]	.	-3.3%[201 µM]
O=[N+]([O-])c1ccc(Oc2ccc(Cl)cc2Cl)cc1	.	-0.3%[201 µM]	.	-0.3%[201 µM]
CCOP(=O)(OCC)Oc1nc(Cl)c(Cl)cc1Cl	.	-0.2%[201 µM]	.	-3.2%[201 µM]
CSC1=N[C@@](C)(c2ccccc2)C(=O)N1Nc1ccccc1	.	-2.0%[201 µM]	.	1.5%[201 µM]
Cc1nn(-c2cc(NS(C)(=O)=O)c(Cl)cc2Cl)c(=O)n1C(F)F	.	-1.1%[201 µM]	.	-4.4%[201 µM]
COP(=O)(OC)Oc1ccc([N+](=O)[O-])cc1	.	-4.3%[201 µM]	.	-2.1%[201 µM]
CC(C)OC(=O)Nc1ccccc1	.	-3.9%[201 µM]	.	2.2%[201 µM]
CCOc1ccc(C(C)(C)COCc2cccc(Oc3ccccc3)c2)cc1	.	0.0%[201 µM]	.	0.0%[201 µM]
CC1(C)C(C(=O)OC(C#N)c2cccc(Oc3ccccc3)c2)C1(C)C (stereo unspecified)	.	-1.3%[201 µM]	.	-0.4%[201 µM]
Cc1cccc2sc3nncn3c12	.	-3.8%[201 µM]	.	1.2%[201 µM]
C=CCC1=C(C)C(OC(=O)C2C(C=C(C)C)C2(C)C)CC1=O (stereo unspecified)	.	-2.7%&1.3%[201 µM]	.	-3.6%&4.4%[201 µM]
FC(F)C(F)(F)OCC(Cn1cncn1)c1ccc(Cl)cc1Cl (stereo unspecified)	.	-1.3%[201 µM]	.	-1.5%[201 µM]
O=P(OCC(Br)CBr)(OCC(Br)CBr)OCC(Br)CBr (stereo unspecified)	.	2.0%[201 µM]	.	-6.3%[201 µM]
CC1COC(Cn2cncn2)(c2ccc(Oc3ccc(Cl)cc3)cc2Cl)O1 (stereo unspecified)	.	-0.4%[201 µM]	.	-6.4%[201 µM]
CCOC(=O)COc1cc(-c2nn(C)c(OC(F)F)c2Cl)c(F)cc1Cl	.	1.5%[201 µM]	.	-0.6%[201 µM]
CCOC(=O)Nc1cccc(OC(=O)Nc2ccccc2)c1	.	-1.9%[201 µM]	.	-1.6%[201 µM]
Brc1c(Br)c(Br)c(Br)c(Br)c1Br	.	-2.6%[201 µM]	.	-3.8%[201 µM]

An excerpt from above in order of SMILES length, descending.
structure	HTT ATP protect	TR SRC2 fluor cs	RECQ1 inh	TRb SRC2 PPI
CC1COC(Cn2cncn2)(c2ccc(Oc3ccc(Cl)cc3)cc2Cl)O1 (stereo unspecified)	.	-0.4%[201 µM]	.	-6.4%[201 µM]
O=P(OCC(Br)CBr)(OCC(Br)CBr)OCC(Br)CBr (stereo unspecified)	.	2.0%[201 µM]	.	-6.3%[201 µM]
Brc1c(Br)c(Br)c(Br)c(Br)c1Br	.	-2.6%[201 µM]	.	-3.8%[201 µM]

Going on with the list:
structure	HTT ATP protect	TR SRC2 fluor cs	RECQ1 inh	TRb SRC2 PPI
CC(C)C(=O)OCC(C)(C)C(OC(=O)C(C)C)C(C)C (stereo unspecified)	.	-0.8%[201 µM]	.	-2.7%[201 µM]
CNC(=O)Oc1ccc(N(C)C)c(C)c1	.	-3.6%[201 µM]	.	1.7%[201 µM]
CNC(=O)O/N=C/C(C)(C)S(C)(=O)=O	.	2.5%[201 µM]	.	1.2%[201 µM]
O=C(Oc1ccccc1)N1CCC2(CCN(Cc3ccncc3)CC2)CC1	8.1%	.	-15.6%	.
O=C(Oc1ccccc1)N1CCC[C@@]2(CCN(Cc3nccs3)C2)C1	2.1%	.	-12.8%	.
CN1CC[C@@]2(CCCN(C(=O)c3ccncc3)C2)C1	14.4%	.	i	.
COc1ccc(NC(=O)N2CC[C@@]3(CCCN(C(=O)Oc4ccccc4)C3)C2)cc1	-194.2%[inhibitor]	.	-3.7%	.
CN1CC[C@@]2(CCCN(C(=O)c3ccco3)C2)C1	21.9%	.	i	.
c1ccc(N2CCC3(CCNCC3)CC2)cc1	26.2%	.	i	.
O=C(c1cnccn1)N1CCC2(CC1)CN(Cc1ccncc1)C2	9.0%	.	-7.0%	.
c1cnc(N2CCCC3(CCNCC3)C2)nc1	-79.8%[inhibitor]	.	0.3%	.
c1ccc(N2CC[C@@]3(CCCNC3)C2)nc1	?	.	-8.3%	.
O=C(Nc1cccc(F)c1)N1CC[C@@]2(CCCN(C(=O)Oc3ccccc3)C2)C1	-8.8%	.	-0.7%	.
CC(C)CN1CCCC2(CCN(C(=O)Oc3ccccc3)CC2)C1	5.1%	.	-10.5%	.
c1csc(CN2CCC3(CCNCC3)CC2)n1	16.8%	.	-8.9%	.
CN1CC[C@@]2(CCCN(C(=O)Oc3ccccc3)C2)C1	?	.	3.3%	.
CC(Cc1ccccc1)NCc1ccccc1Cl (stereo unspecified)	?	-1.5%	.	1.2%
CCC1(c2ccccc2)C(=O)NC(=O)N(C(=O)c2ccccc2)C1=O (stereo unspecified)	?	-1.5%	.	0.7%
CC(=O)OO	5.7%	1.0%	.	-7.5%
NCc1cccnc1	12.8%	-0.7%	.	-4.4%
CCN(CC)CCN1C(=O)CN=C(c2ccccc2F)c2cc(Cl)ccc21	42.9%	-2.1%	.	10.1%
CC(C)C(Br)C(=O)NC(N)=O (stereo unspecified)	?	-2.2%	.	4.8%
O=P1(Oc2ccccc2)CC=CC(COCc2ccccc2)O1 (stereo unspecified)	.	-1.3%	-3.1%	-6.8%
Cc1ccc(NC(=O)N(C)C)cc1Cl	.	1.7%	-2.7%	-5.7%

Two records drawn at random from those above, as already listed:
structure	HTT ATP protect	TR SRC2 fluor cs	RECQ1 inh	TRb SRC2 PPI
NCc1cccnc1	12.8%	-0.7%	.	-4.4%
CC(C)C(Br)C(=O)NC(N)=O (stereo unspecified)	?	-2.2%	.	4.8%

Next section:
structure	HTT ATP protect	TR SRC2 fluor cs	RECQ1 inh	TRb SRC2 PPI
CCCSP(=S)(OCC)Oc1ccc(Cl)cc1Cl (stereo unspecified)	.	1.5%	-8.2%	-3.7%
C[C@@H]1C[C@@H]2[C@H]([C@H]3C=C(COC(=O)c4ccccc4)[C@@H](O)[C@]4(O)[C@@H](O)C(OC(=O)c5ccccc5)=C[C@@]14C3=O)C2(C)C	.	0.6%	-19.1%	4.3%
NC(=O)CF	.	2.6%	-2.8%	-0.6%
CN1C2CCCC1CC(=O)C2	.	0.2%	-16.1%	-0.6%
COP(=S)(OC)Oc1nc(Cl)c(Cl)cc1Cl	.	-1.2%	-9.2%	0.4%
C=C(C)[C@@]12OC3(c4ccccc4)O[C@@H]1[C@@H]1[C@@H]4O[C@]4(CO)[C@@H](O)[C@]4(O)C(=O)C(C)=C[C@H]4[C@@]1(O3)[C@H](C)[C@H]2OC(=O)/C=C/C=C/c1ccccc1	.	-2.4%	-25.4%	3.1%
ClCC1C(CCl)C2(Cl)C(Cl)=C(Cl)C1(Cl)C2(Cl)Cl (stereo unspecified)	.	-3.9%	4.7%	-4.8%
CCC1=CC2CN3CCc4c([nH]c5ccccc45)[C@@](C(=O)OC)(C2)[C@@H]13	.	-2.4%	-1.3%	2.6%

Individual results from the results shown:
TR SRC2 fluor cs with CCC1=CC2CN3CCc4c([nH]c5ccccc45)[C@@](C(=O)OC)(C2)[C@@H]13 reads -2.4%
TR SRC2 fluor cs with ClCC1C(CCl)C2(Cl)C(Cl)=C(Cl)C1(Cl)C2(Cl)Cl (stereo unspecified) reads -3.9%

(more compounds)
structure	HTT ATP protect	TR SRC2 fluor cs	RECQ1 inh	TRb SRC2 PPI
Cc1ccc2nc3sc(=O)sc3nc2c1	.	-2.7%	14.5%	-6.3%
Nc1c([N+](=O)[O-])ccc(Oc2ccccc2)c1Cl	.	-2.5%	-2.0%	-8.5%
O=C1NC(=S)NC(=O)C1C(=O)Nc1ccccc1	.	-10.2%	16.3%	-9.5%
O=C(O)c1cc([N+](=O)[O-])cc([N+](=O)[O-])c1O	.	1.2%	-13.1%	-3.9%
CN1C2CC(=O)CC1C(O)C2 (stereo unspecified)	.	3.2%	-2.8%	9.6%
CCOC(=O)N(C)C(=O)CSP(=S)(OCC)OCC	.	-0.1%	-1.5%	-2.0%
CC(C)=CCCN1CCC(NC(=O)C(O)(c2ccccc2)C2CCCC2)CC1 (stereo unspecified)	.	1.0%	2.6%	9.2%
C/C=C1/C[C@@H](C)[C@@](C)(O)C(=O)OCC2=CCN3CC[C@@H](OC1=O)[C@@H]23	.	-0.6%	?	-6.8%
C#Cc1cccc2c1c(C(=O)c1ccc(Cn3c(C)nc4cnccc43)c(F)c1)cn2C(=O)N(C)C	.	-3.6%	-6.9%	-0.9%
